Screens deposited in PubChem by National Center for Advancing Translational Sciences (NCATS).
Menin MLL FP TR – inhibitors of human menin-MLL interaction, mutant MLL peptide; Potency, µM (top dose mostly 61.6 µM), for inactives: top-dose FP activity change, negative = inhibition, usual class: inhibitors; 270,000 tested, 0.23% active; Menin + Texas Red MLL mutant peptide, fluorescence polarization; O00255; active = well fitted inhibition curve with a large enough effect in the polarisation, with a control signal flat, not every such curve was filed as active; inconclusive = small, poorly fitted or top-dose-only effect, or effect the other way, or a change in a side signal; inactive = no such curve, though single readings can be large or run the other way; the % refers to the polarisation; also: potency is read from the fitted curve at half-maximal effect; % of control where 0% means no effect; many of its hits are not listed in these tables
RORgamma inh – ROR gamma (mouse) transcription inhibition; 310,000 tested, 5.4% active; Potency, µM (top dose mostly 53.6 µM), without a hit: top-dose activity change, negative = inhibition, usual class: inhibitors; Drosophila S2 Gal4-RORgamma UAS-luciferase reporter, 20 h; P51450; also: potency is read from the fitted curve at half-maximal effect; % is scaled to controls: 0 for no effect and ±100 for the full control effect; nearly all actives have a fitted effect of over 60% in size
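A Gal4/UAS one-hybrid system in insect cells: metallothionein-promoter Gal4–ROR gamma fusion plus Photinus luciferase reporter. Copper sulfate 700 uM final, 20 hr ambient incubation, luminescent detection after 10 min with reagent.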
KCNH2 3.1 block – blocks the human KCNH2 3.1 channel isoform. activity change, % (tested at about 1.8 µM). U2OS KCNH2 3.1, thallium flux FluxOr; active compounds read low. 340,000 tested, 0.95% active;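 active = maximum activity change below -70%; inconclusive = maximum activity change from -70% to -50%; inactive = maximum activity change above -50%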;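 also: thallium influx rate constant from kinetic fluorescence after stimulation buffer; % is scaled to controls: 0 for no effect and ±100 for the full control effect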
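Virally transduced U2OS (3.1 isoform, 4 h infection in dark at RT) → overnight 37 C → FluxOr + Red40 in HBSS/HEPES, 45 min → stimulation buffer, 2 min kinetic read → rate constant vs DMSO controls.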
MBNL1-CUG inh – inhibitors of human MBNL1 binding to CUG repeat RNA. Q9NR56. TR-FRET MBNL1-His/biotin-(CUG)12 binding, 665/545 ratio. Potency, µM (top dose mostly 57.5 µM), without a hit: top-dose activity change, negative = inhibition, most hits filed as inhibitors. 280,000 tested, 0.036% active. AID 2675; active = well fitted inhibition curve with a large enough effect in the signal ratio, with a control signal flat, not every such curve was filed as active; inconclusive = small, poorly fitted or top-dose-only effect, or effect the other way, or a change in a side signal; inactive = no such curve, though single readings can be large or run the other way; the % refers to the signal ratio; also: potency is read from the fitted curve at half-maximal effect; % is scaled to controls: 0 for no effect and ±100 for the full control effect
Target sequence (Q9NR56 whole entry, looked up): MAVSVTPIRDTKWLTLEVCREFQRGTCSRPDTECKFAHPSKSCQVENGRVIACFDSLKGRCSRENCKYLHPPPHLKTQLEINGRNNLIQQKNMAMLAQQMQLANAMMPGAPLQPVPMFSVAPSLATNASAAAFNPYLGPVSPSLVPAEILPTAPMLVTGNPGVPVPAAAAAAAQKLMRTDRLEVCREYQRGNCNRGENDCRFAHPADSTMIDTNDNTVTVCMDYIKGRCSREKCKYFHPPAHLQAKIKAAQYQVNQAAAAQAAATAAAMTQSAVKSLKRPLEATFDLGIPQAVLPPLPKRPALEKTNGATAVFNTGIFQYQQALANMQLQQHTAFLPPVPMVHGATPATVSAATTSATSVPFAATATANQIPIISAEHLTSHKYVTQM
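His-tagged MBNL1 binding to biotinylated (CUG)12 RNA was measured by TR-FRET using terbium anti-His antibody (0.055 ng/ul final) and streptavidin-XL665 (5 nM final). Compounds were titrated 92 nM to 58 uM; 60 min at room temperature.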
ELG1 repair inh – ELG1-dependent DNA repair inhibition; 330,000 tested, 2.3% active; HEK293T ELG1-luciferase reporter, luminescence, 16 h; DNA damage induced by 5-fluorouridine; AID 504467; Potency, µM (series often up to 46.1 µM), for inactives: at the top dose activity change, negative = inhibition, actives largely listed as inhibitors; also: potency is read from the fitted curve at half-maximal effect; % is scaled to controls: 0 for no effect and ±100 for the full control effect; nearly all actives have a fitted effect of over 55% in size
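Reporter activity after DNA damage by 5-fluorouridine is monitored. Compound-treated cells incubate 16 hr at 37 °C, then ONE-Glo is added for 30 min before luminescence reading.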
PKM2 act – increases activity of human pyruvate kinase M2. AID 1631. P14618. Potency, µM (top dose mostly 57.5 µM), inactives show at the top dose activation, most hits filed as activators. purified PKM2, Kinase-Glo ATP luminescence, activation; response scale: 0% is enzyme alone, no compound. 260,000 tested, 0.34% active; also: potency is read from the fitted curve at half-maximal effect; % is scaled to controls: 0 for no effect and ±100 for the full control effect; nearly all actives have a fitted effect of over 55% in size
Target sequence (P14618 whole entry, looked up): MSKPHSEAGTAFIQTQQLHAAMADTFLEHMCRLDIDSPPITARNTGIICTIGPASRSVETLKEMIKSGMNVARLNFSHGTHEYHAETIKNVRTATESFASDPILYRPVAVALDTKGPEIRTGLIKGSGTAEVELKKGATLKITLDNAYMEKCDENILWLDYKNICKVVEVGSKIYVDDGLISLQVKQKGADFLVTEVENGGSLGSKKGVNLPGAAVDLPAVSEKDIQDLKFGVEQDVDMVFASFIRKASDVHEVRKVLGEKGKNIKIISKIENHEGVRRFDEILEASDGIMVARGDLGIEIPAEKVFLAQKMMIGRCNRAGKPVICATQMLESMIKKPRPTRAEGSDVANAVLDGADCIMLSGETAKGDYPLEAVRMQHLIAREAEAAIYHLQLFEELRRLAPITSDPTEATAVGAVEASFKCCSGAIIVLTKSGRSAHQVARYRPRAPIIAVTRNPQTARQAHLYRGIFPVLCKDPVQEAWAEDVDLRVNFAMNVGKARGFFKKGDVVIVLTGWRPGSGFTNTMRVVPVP
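hPK-M2, >95% pure; 0.1 mM ADP / 0.5 mM PEP final; imidazole pH7.2 buffer w/ 7 mM MgCl2, 50 mM KCl; 1 h RT; Kinase-Glo lum. Intermediate enzyme activity for dual inhibitor/activator qHTS.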
Mito fusion act – inhibitors of mitochondrial division or activators of mitochondrial fusion; S. cerevisiae fusion-defective mutant growth rescue, CellTiterGlo 48 h; Potency, µM (highest dose often 46.1 µM), for inactives: top-dose growth rescue (activation), actives largely listed as activators; 320,000 tested, 0.23% active;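 also: potency is read from the fitted curve at half-maximal effect; % of control where 0% means no effect; nearly all actives have a fitted effect of over 45% in size; temperature-sensitive fusion mutants such as fzo1-1 at 37 °C on non-fermentable ethanol glycerol medium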
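Luminescent cell viability in 1536-well qHTS format served as the measure of rescued growth in ts fusion-mutant S. cerevisiae cultured on non-fermentable YPEG for 48 hours at 37C.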
Rab9 prom act – Rab9 promoter activation; Huh7 Rab9 promoter-luciferase reporter, luminescence, 24 h; Potency, µM (top dose mostly 9.22 µM), for inactives: top-dose activation, negative = inhibition, hits mostly activators; 320,000 tested, 2.8% active; also: potency is read from the fitted curve at half-maximal effect; % of control where 0% means no effect; nearly all actives have a fitted effect of over 60% in size
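Rab9 promoter-driven luciferase in stably transfected Huh7 cells; 1500 cells/well rested 2 h, exposed to compound in DMSO for 24 h at 37 °C, 5% CO2. Luminescence read 10 min after adding luciferase reagent at ambient temperature.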
NPC1 prom act – NPC1 promoter activation | Huh7 NPC1 promoter luciferase reporter, 24 h | Potency, µM (highest dose often 9.22 µM), without a hit: at the top dose activation, usual class: activators | AID 485313 | 320,000 tested, 2.4% active;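 also: potency is read from the fitted curve at half-maximal effect; % of control where 0% means no effect; nearly all actives have a fitted effect of over 60% in size; reporter is driven by a mutant NPC1 promoter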
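Cells: Huh7 expressing luciferase under the NPC1 promoter, 1500/well. Seeded 2 h, compound added, incubated 24 h at 37 °C. Luciferase reagent, 10 min ambient, then luminescence.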
VP16 counter – counter-screen for ROR gamma inhibitors: Gal4-VP16 reporter. Drosophila S2 Gal4-VP16 UAS-luciferase, luminescence, 20 h. Potency, µM (top dose mostly 53.6 µM), for inactives: at the top dose activity, negative = inhibition, actives largely listed as inhibitors. 310,000 tested, 3.5% active. AID 2546;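 also: Gal4-VP16 expression switched on by copper sulfate through the metallothionein promoter; potency is read from the fitted curve at half-maximal effect; % is scaled to controls: 0 for no effect and ±100 for the full control effect; nearly all actives have a fitted effect of over 50% in size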
FLuc modulator – firefly luciferase modulation, counter-screen for miR-21 project. purified FLuc, Km substrates, luminescence inhibition. AID 588342. 360,000 tested, 6.9% active. Potency, µM (titrated, usually from 57.5 µM), for inactives: top-dose activity change, negative = inhibition, hits mostly inhibitors. P08659;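 also: potency is read from the fitted curve at half-maximal effect; plate controls were vehicle for no effect and reference inhibitor for full effect; nearly all actives have a fitted effect of over 55% in size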
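Purified P. pyralis luciferase (10nM final) with 10uM D-luciferin and 10uM ATP (Km levels) in 50mM Tris acetate pH 7.5, 10mM Mg acetate, 0.01% Tween-20, 0.05% BSA; qHTS 6-point titration, ~60 µM downward; luminescence read.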
Active calls of the source: *; [ ] = another dose, or the depositor's remark. Unless noted, calls follow the shape of the dose curve; as a rule, active = well fitted curve in the direction sought with a large enough effect; inconclusive = small, poorly fitted or top-dose-only effect, or another doubt; inactive = no such curve, though single readings can be large; an effect the other way counts as inactive or inconclusive. An excerpt; rates above refer to the full screens.

COc1ccc(-c2cc(-c3c(O)c(OC)c4occc4c3OC)[nH]n2)cc1 was read as Menin MLL FP TR inconclusive, RORgamma inh inconclusive, KCNH2 3.1 block 5, MBNL1-CUG inh -1%, ELG1 repair inh -5%, PKM2 act 9%, Mito fusion act -3%, Rab9 prom act 3%, NPC1 prom act -1%, VP16 counter inconclusive and FLuc modulator 17µM*.
For c1cncc(-c2noc(-c3cccc4ccccc34)n2)c1 the results were Menin MLL FP TR 0%, RORgamma inh 25%, KCNH2 3.1 block 10, MBNL1-CUG inh 16%, ELG1 repair inh inconclusive, PKM2 act 0%, Mito fusion act 3%, Rab9 prom act inconclusive, NPC1 prom act 16%, VP16 counter 9% and FLuc modulator 7.6µM*.
`Cc1nc(C(=O)Nc2ccccc2)sc1C1(C)CC(c2cccc([N+](=O)[O-])c2)=NO1` (stereo not given) gave RORgamma inh 11%, KCNH2 3.1 block -40, MBNL1-CUG inh 0%, ELG1 repair inh inconclusive, PKM2 act 0%, Mito fusion act 8%, Rab9 prom act 12%, NPC1 prom act 15%, VP16 counter -11% and FLuc modulator -9%.
Screening CCc1nc(C)ccc1OCC(=O)N(CC)CC returned Menin MLL FP TR -19%, RORgamma inh 0%, KCNH2 3.1 block 10, MBNL1-CUG inh -7%, ELG1 repair inh 1%, PKM2 act -4%, Mito fusion act -1%, Rab9 prom act 2%, NPC1 prom act 0%, VP16 counter -8% and FLuc modulator 2%.
COCCC(=O)Nc1c(-c2ccccc2)c2cc(Br)ccc2[nH]c1=O was read as Menin MLL FP TR -1%, RORgamma inh 0%, KCNH2 3.1 block -3, MBNL1-CUG inh 2%, ELG1 repair inh -25%, PKM2 act -5%, Mito fusion act -2%, Rab9 prom act 7%, NPC1 prom act -1%, VP16 counter -3% and FLuc modulator 2%.
For C=C[C@H](CC(C)C)N(Cc1ccccc1)S(=O)(=O)N(Cc1ccc(OC)cc1)[C@H](C=C)CC(C)C the results were KCNH2 3.1 block 31, ELG1 repair inh 4%, Mito fusion act -13%, Rab9 prom act -8%, NPC1 prom act -1% and FLuc modulator 2%.
CC(C)(C)CC(=O)NC(=S)NCc1ccco1 was read as Menin MLL FP TR 0%, RORgamma inh 4.5µM*, KCNH2 3.1 block -8, MBNL1-CUG inh -1%, ELG1 repair inh -5%, PKM2 act 3%, Mito fusion act -1%, Rab9 prom act -11%, NPC1 prom act 1%, VP16 counter inconclusive and FLuc modulator 3%.
`COCCCn1[nH]c2c3c(ccc2c1=O)C(=O)c1ccccc1C3=O` gave Menin MLL FP TR inconclusive, RORgamma inh 16µM*, KCNH2 3.1 block 4, MBNL1-CUG inh inconclusive, ELG1 repair inh 26µM*, PKM2 act -7%, Mito fusion act -1%, Rab9 prom act 10%, NPC1 prom act 17%, VP16 counter inconclusive and FLuc modulator inconclusive.
O=c1c2cc(O)c(O)cc2oc2cc(O)c(C3OC(CO)C(O)C(O)C3O)c(O)c12 (stereo not given) was read as Menin MLL FP TR -7%, RORgamma inh 6%, KCNH2 3.1 block -8, ELG1 repair inh 18%, Mito fusion act 2%, Rab9 prom act 1%, NPC1 prom act 0%, VP16 counter 4% and FLuc modulator 0%.
For CCc1ccccc1NC(=O)N1C2CCCC1CC(NC(=O)C(C)(C)C)C2 (stereo not given) the results were Menin MLL FP TR 0%, RORgamma inh -15%, KCNH2 3.1 block 0, MBNL1-CUG inh -6%, ELG1 repair inh 11%, PKM2 act -7%, Mito fusion act -2%, Rab9 prom act 6%, NPC1 prom act 4%, VP16 counter 4% and FLuc modulator 0%.
COc1cccc(/C=C2/Sc3ccc(C(=O)NCCCN4CCCC4)cc3NC2=O)c1 was read as Menin MLL FP TR -13%, RORgamma inh inconclusive, KCNH2 3.1 block -39, MBNL1-CUG inh inconclusive, ELG1 repair inh 0%, Mito fusion act 14%, Rab9 prom act 3%, NPC1 prom act 1%, VP16 counter inconclusive and FLuc modulator inconclusive.
Screening Cc1ccnc(N2CCC(C(=O)NCc3ccc(F)cc3)CC2)n1 returned Menin MLL FP TR -16%, RORgamma inh 1%, KCNH2 3.1 block 19, MBNL1-CUG inh -1%, ELG1 repair inh 6%, PKM2 act 4%, Mito fusion act 2%, Rab9 prom act -2%, NPC1 prom act -1%, VP16 counter -10% and FLuc modulator inconclusive.
For COc1ccccc1OCCCC(=O)Nc1ccc(N2CCOCC2)cc1 the results were Menin MLL FP TR -22%, RORgamma inh 19%, KCNH2 3.1 block 6, MBNL1-CUG inh -3%, ELG1 repair inh -5%, PKM2 act 11%, Mito fusion act 0%, Rab9 prom act 9%, NPC1 prom act 6%, VP16 counter -22% and FLuc modulator -6%.
Screening O=C(CNc1cccc2ccccc12)N/N=C/c1cccc(Oc2ccccc2)c1 returned Menin MLL FP TR inconclusive, RORgamma inh inconclusive, KCNH2 3.1 block 0, ELG1 repair inh -4%, PKM2 act -5%, Mito fusion act -17%, Rab9 prom act 3%, NPC1 prom act -5%, VP16 counter inconclusive and FLuc modulator 2%.
`CCN(C(=O)c1cc(Cl)ccc1OC)c1ccccc1C` gave Menin MLL FP TR inconclusive, RORgamma inh 14%, KCNH2 3.1 block 0, MBNL1-CUG inh -7%, ELG1 repair inh -14%, PKM2 act 0%, Mito fusion act 7%, Rab9 prom act -1%, NPC1 prom act -2%, VP16 counter -4% and FLuc modulator 3%.
Screening CCC(C)NC(=O)C1CCN(S(=O)(=O)c2ccc3nc4c(c(C(=O)O)c3c2)CCCCC4)CC1 (stereo not given) returned Menin MLL FP TR 2%, RORgamma inh -9%, KCNH2 3.1 block -3, MBNL1-CUG inh 7%, ELG1 repair inh inconclusive, PKM2 act 1%[0.46 µM], Mito fusion act 19%, Rab9 prom act 0%, NPC1 prom act 3%, VP16 counter -10% and FLuc modulator 5%.
For CCNC(=O)CCn1nc(-c2ccc(C)cc2)c2ccccc2c1=O the results were Menin MLL FP TR -25%, RORgamma inh inconclusive, KCNH2 3.1 block 18, MBNL1-CUG inh 0%, ELG1 repair inh -2%, Mito fusion act 12%, Rab9 prom act -10%, NPC1 prom act -4%, VP16 counter 2% and FLuc modulator 1%.
`N#Cc1cc2ccccc2nc1SCc1ccccn1` gave Menin MLL FP TR 7%, RORgamma inh 6.3µM*, KCNH2 3.1 block 6, MBNL1-CUG inh 23%, ELG1 repair inh inconclusive, PKM2 act -2%, Mito fusion act 16%, Rab9 prom act 2%, NPC1 prom act -1%, VP16 counter inconclusive and FLuc modulator 17µM*.
For Oc1cnc2ccccc2c1CN1CCOCC1 the results were Menin MLL FP TR 27%, RORgamma inh 10%, KCNH2 3.1 block -17, MBNL1-CUG inh 10%, ELG1 repair inh inconclusive, PKM2 act 3%, Mito fusion act 2%, Rab9 prom act -6%, NPC1 prom act 0%, VP16 counter -4% and FLuc modulator 0%.
Screening O=C(Cn1c2c(sc1=O)C1c3ccccc3OCC1CS2)Nc1ccc(Cl)c(Cl)c1 (stereo not given) returned Menin MLL FP TR inconclusive, RORgamma inh inconclusive, KCNH2 3.1 block -11, ELG1 repair inh 0%, PKM2 act -4%, Mito fusion act 8%, Rab9 prom act 0%, NPC1 prom act 4%, VP16 counter inconclusive and FLuc modulator 0%.
Screening COc1ccc(C)cc1S(=O)(=O)N1c2ccc(C)cc2C2CN(C)CCC21 (stereo not given) returned KCNH2 3.1 block -2, ELG1 repair inh 1%, Mito fusion act -4%, Rab9 prom act -5%, NPC1 prom act -3% and FLuc modulator 1%.
O=C(CSc1nnc(NC(=O)c2ccco2)s1)NC1CCCC1 was read as Menin MLL FP TR -3%, RORgamma inh -1%, KCNH2 3.1 block 7, MBNL1-CUG inh 1%, ELG1 repair inh 25%, PKM2 act 0%, Mito fusion act -2%, Rab9 prom act 1%, NPC1 prom act -2%, VP16 counter 1% and FLuc modulator -15%.
